Lipid storage S3: qHTS Assay for Lipid Storage Modulators in Drosophila S3 Cells; Drosophila S3 cells, BODIPY lipid droplet fluorescence, 18-24 h; cells fed with added oleic acid; Potency in µM for hits, for the others lipid storage change, negative = inhibition, % at the top dose, mostly 46.1 µM; actives 0.64% (n = 320,000); AID 2685; active means well fitted inhibition curve with a large enough effect in the signal ratio, with a control signal flat, not every such curve was filed as active; inconclusive means small, poorly fitted or top-dose-only effect, or effect the other way, or a change in a side signal; the % refers to the signal ratio
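Drosophila S3 cells loaded with oleic acid (400 uM, as added) and compounds at several concentrations; lipid droplets imaged by 488-nm laser-scanning cytometry, 500–530 nm intensity and object ratio to cell channel. Percent activity normalized to 20 uM Triacsin C.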
Lipid storage S3 cell count max: recorded beside Lipid storage S3, whose call it bears; cell number change, %; measured here: cell count max response;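 cells counted by Cell Tracker Red CMTPX staining in the red channel; peak over a dose series mostly up to 46.1 µM; percent activity relative to internal control wells on each plate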
The depositor's hits bear a star; i = inactive; ? = inconclusive; . = not tested or not shown. On the % scale 0 is the no-effect control and ±100 the full control effect; potency means the concentration at half of the fitted maximal effect.

SMILES | Lipid storage S3 | Lipid storage S3 cell count max
CCc1ccc(CN(C(=O)c2oc3ccccc3c2C)C2CCS(=O)(=O)C2)cc1 (stereo not given) | -21.5% | 23.1
COC(=O)CC(c1ccc(C#N)cc1)n1c(C)ccc1C (stereo not given) | ? | .
Cc1cccc(NC(=O)C2CCCN(C(=O)Nc3ccc(F)cc3)C2)c1C (stereo not given) | ? | .
CCOC(=O)N1CCN(C(=O)COc2ccc(S(=O)(=O)NCc3ccccc3)cc2)CC1 | -20.5% | -22.9
O=S(=O)(c1ccc(F)c(F)c1)N1CCN(S(=O)(=O)c2cccs2)CC1 | ? | .
CC(C)OC(=O)CSc1nnc(C2CCCCC2)n1N | 1.4% | 23.7
Cc1ccc(C(=O)N2CCCC(c3nc4c(nnn4Cc4ccccc4)c(=O)[nH]3)C2)cc1 (stereo not given) | ? | .
NC(=O)COC(=O)c1sc2cc(F)ccc2c1Cl | i | .
Cc1csc(NC(=O)CSc2nc3ccccc3c3c2CCCC3)n1 | -3.8% | 1.3
CCC(=O)n1nc(-c2ccc(OC)cc2)nc1NCc1cccs1 | ? | .
Cc1cccc(C)c1NC(=O)CS(=O)CC(=O)Nc1ccc(N2CCOCC2)cc1 (stereo not given) | ? | .
O=C(CCc1nnc(Cc2ccc(-c3ccccc3)cc2)o1)NCC1CC1 | ? | .
CCc1ccc(Nc2nnc(SCC(=O)NC(=O)CN3CCCC3=O)s2)cc1 | ? | .
Cc1c(-c2ccccc2)nc2ccccc2c1C(=O)NCc1cccs1 | 0.5% | -3.2
O=C(Nc1ccccc1C1CC1)c1cccs1 | ? | .
O=C(CSc1nnc2ccccn12)NC(=O)c1ccccc1 | ? | .
Cc1cccc(N2CCN(C(=O)C34CC5CC(CC(C5)C3)C4)CC2)c1C | i | -27.2
COc1cc(C(=S)N2CCOCC2)ccc1OC(=O)/C=C/c1ccco1 | -9.7% | -14.4
O=C(CNC(=O)c1cccs1)OCC(=O)c1ccc(Cl)cc1 | ? | .
C[C@@H](NC(=O)OC(C)(C)C)C(=O)NCC1CCC(C(=O)N[C@@H](Cc2ccccc2)C(=O)O)CC1 (stereo not given in full) | ? | .
CC1(C)Cc2cccc(OCC(=O)NCCc3ccc(S(N)(=O)=O)cc3)c2O1 | ? | .
COc1cc(=O)n(C)c2c(O)cccc12 | ? | .
c1ccc(-c2ccn3nnnc3n2)cc1 | 5.9% | 1.8
Cc1nc2ccc(NC(=S)NC3CCCCC3)cc2nc1C | -0.8% | -0.3
CCOc1ccc(-c2nnc(-c3snc(-c4ccc(F)cc4)c3N=CN(C)C)o2)cc1 | i | 15.6

Entries of single compounds, looked up by structure. Values in the order: Lipid storage S3 | Lipid storage S3 cell count max
`Cc1cccc(NC(=O)C2CCCN(C(=O)Nc3ccc(F)cc3)C2)c1C` (stereo not given) is entered as ? | .
`O=C(CNC(=O)c1cccs1)OCC(=O)c1ccc(Cl)cc1` is entered as ? | .
`CCc1ccc(Nc2nnc(SCC(=O)NC(=O)CN3CCCC3=O)s2)cc1` is entered as ? | .
`O=C(CSc1nnc2ccccn12)NC(=O)c1ccccc1` is entered as ? | .
`Cc1csc(NC(=O)CSc2nc3ccccc3c3c2CCCC3)n1` is entered as -3.8% | 1.3

Single entries from above.
Value of Cc1nc2ccc(NC(=S)NC3CCCCC3)cc2nc1C in Lipid storage S3: -0.8%
Value of c1ccc(-c2ccn3nnnc3n2)cc1 in Lipid storage S3 cell count max: 1.8

Next part
SMILES | Lipid storage S3 | Lipid storage S3 cell count max
Cc1ccc(-c2nc(NCc3ccco3)n(S(C)(=O)=O)n2)cc1 | 0.4% | .
COc1cccc(C=NCCCN=Cc2cccc(OC)c2O)c1O | 2.1% | -10.2
COc1ccc(C(=O)C2CCCN(C(=O)c3n[nH]c4c3CCCC4)C2)cc1OC (stereo not given) | ? | .
COc1ccc(NC(=O)c2ccc3c(c2)C(=O)N(Cc2cccnc2)C3=O)c(OC)c1 | -0.8% | 17.5
COc1cccc2cc(C(C)=O)oc12 | ? | .
c1cc(C(c2nnnn2C2CCCCC2)N2CCN3CCCC3C2)ccn1 (stereo not given) | 9.2% | -8.1
COc1ccc(S(=O)(=O)NCc2cccnc2)cc1C | -9.9% | 19.1
COc1cc(-c2nnc3sc(C4CCCCC4)nn23)cc(OC)c1OC | i | .
O=C(NCCCN1CCCC1=O)c1sc2ccccc2c1Cl | ? | .
COC(=O)c1ccccc1NC(=O)CN1C(=O)CSC1=O | ? | .
COc1cccc(C(=O)N/N=c2\sc3ccccc3n2C)c1 | ? | .
O=C(NNC(=O)C1CCCN(S(=O)(=O)c2cccc(F)c2)C1)C1CC1 (stereo not given) | 15.3% | 5.3
CCOC(=O)c1nn(-c2ccc(F)cc2)cc1O | -0.1% | 9.4
Cc1nnc(Nc2ccc3c(c2)OCO3)c2ccccc12 | ? | .
CC(C)C(=O)N1CCC(c2nc(-c3ccc(S(=O)(=O)N4CCN(C)CC4)cc3)no2)CC1 | -12.2% | 14.7
CC(C)(O)P(=O)(O)CCc1ccccc1 | -11.0% | -10.0
CNc1c(NS(=O)(=O)c2ccc(Br)cc2)c(=O)oc2ccccc12 | ? | .
c1ccc(-c2cn3c4c(sc3n2)CCCC4)cc1 | ? | .
CCC1CCCCN1CC(=O)Nc1cc(OC)c(OC)cc1C#N (stereo not given) | ? | .
CCc1ccc2c(CN3CCc4ccccc43)cc(=O)oc2c1 | 22.3% | -11.4
CCS(=O)(=O)N1CCN(S(=O)(=O)c2ccc(S(=O)(=O)NC3CC3)cc2)CC1 | 6.51µM* | 8.6*
COCCNC(=O)C1CC(=O)N(C2CCCC2)C1 (stereo not given) | -0.3% | -6.2
Cc1cc(C)cc(CSc2nnc(C)c(=O)[nH]2)c1 | 17.5% | 0.5
N/C(=N\OC(=O)c1ccc(Br)cc1)c1cccc([N+](=O)[O-])c1 | 19.3% | 2.5
Cc1ccccc1-c1nc(S(=O)(=O)c2ccc(Br)cc2)c(NCc2cccnc2)o1 | ? | .

Arranged by count of non-hydrogen atoms (lowest first): part of the list above
SMILES | Lipid storage S3 | Lipid storage S3 cell count max
COc1ccc(S(=O)(=O)NCc2cccnc2)cc1C | -9.9% | 19.1
O=C(NNC(=O)C1CCCN(S(=O)(=O)c2cccc(F)c2)C1)C1CC1 (stereo not given) | 15.3% | 5.3
CC(C)C(=O)N1CCC(c2nc(-c3ccc(S(=O)(=O)N4CCN(C)CC4)cc3)no2)CC1 | -12.2% | 14.7

(cont.)
SMILES | Lipid storage S3 | Lipid storage S3 cell count max
CCOC(=O)c1c(CN2CCOCC2)n(-c2ccccc2)c2cc(Br)c(O)cc12 | ? | .
COC(=O)CN1C(=S)N(c2ccc(F)cc2)C(=O)C1CC(=O)Nc1ccc(OC)cc1 (stereo not given) | -2.2% | 17.6
COc1ccccc1N1CCN(C(=O)CNC(=O)c2cn(-c3ccccc3OC)c(=O)c3ccccc23)CC1 | ? | .
CCOC(=O)c1c(-c2ccccc2)csc1NC(=S)NC(=O)c1ccccc1 | ? | .
C/C(=N\NC(=O)c1cccc([N+](=O)[O-])c1)c1cccs1 | ? | .
Cc1c(Br)c([N+](=O)[O-])nn1CC(=O)Nc1ccc(C(C)C)cc1 | ? | .
Cc1noc(C)c1COC(=O)c1ccc(-c2nc3ccccc3s2)s1 | ? | .
COc1ccc(Cl)cc1NC(=O)CN(C)C(=O)Cc1ccc2c(c1)CCC2 | -11.7% | -12.3
CCC(=O)c1ccccc1OCCN1CCN(CC)CC1 | -14.6% | -7.8
COc1cc(OC)cc(C(=O)N[C@H](C(=O)OCc2cc(=O)oc3cc(C)ccc23)C(C)C)c1 | ? | .
Cc1ccc(NC(=O)COC(=O)Cn2ccc(C(F)(F)F)n2)cc1Cl | ? | .
O=C(/C=C/c1ccccc1)NC(NC(=S)Nc1cc(Cl)ccc1Cl)C(Cl)(Cl)Cl (stereo not given) | 16.4µM* | -23.7*
CC(C)(C)N(Cc1ccccc1)C(=O)COC(=O)c1cccc([N+](=O)[O-])c1 | 24.6% | 17.2
Cc1cc(NS(=O)(=O)c2ccc(NC(=O)c3cc4cc(Br)ccc4oc3=O)cc2)no1 | -1.8% | .
CCCCN(C)CCCNC(=O)c1ccc(N2CCCC2=O)cc1 | 1.0% | -16.5
CC(CNC(=O)CCc1nnc2ccc(N3CCC4(CC3)OCCO4)nn12)c1ccccc1 (stereo not given) | ? | .
CC1(C)CC(C)(O)N(Cc2ccccc2)C(=S)N1 (stereo not given) | 0.3% | 9.3
COc1ccc(CNC(=O)CCS(=O)(=O)c2ccc3c(c2)NC(=O)C(C)S3)cc1 (stereo not given) | i | 15.0
COc1ccccc1C(=O)Nc1cc(Cl)ccc1O | 0.3% | 0.1
O=C(NCc1ccccc1)C1CC(=O)N(c2ccc(OCC(=O)N3CCOCC3)cc2)C1 (stereo not given) | ? | .
CCC(=O)N/N=c1/sc2ccccc2n1C | ? | .
O=C1Cc2cc(NS(=O)(=O)c3ccc([N+](=O)[O-])cc3)cc3c2N1CCC3 | ? | .
O=C(O)CC(NCc1ccco1)C(=O)OCCc1ccccc1 (stereo not given) | ? | .
CC(=O)OC(/C(O)=C(\C#N)c1nc2ccccc2[nH]1)c1ccccc1 (stereo not given) | ? | .
O=C(CN1CCN(S(=O)(=O)c2ccccc2[N+](=O)[O-])CC1)Nc1ccc(N2CCOCC2)cc1 | 17.1% | 26.6
Next compounds follow:
SMILES | Lipid storage S3 | Lipid storage S3 cell count max
COCCNC(=O)C1CCC(CNS(=O)(=O)c2ccc(F)cc2)CC1 (stereo not given) | ? | .
O=c1[nH]c2ccc(S(=O)(=O)N3CCN(c4ccc(F)cc4)CC3)cc2o1 | 11.7% | -2.1
COc1ccc(NC(=O)c2cc(C)nc3ccccc23)c(OC)c1 | ? | .
CCOc1ccc(S(=O)(=O)N2CCCC(C(=O)NCCN3CCOCC3)C2)cc1Cl (stereo not given) | ? | .
CC(=O)C(c1ccccc1)C(c1ccccc1)C(C)[N+](=O)[O-] (stereo not given) | 10.1% | 7.0
Cc1cc(C)nc(SC(C)C(=O)O)n1 (stereo not given) | -10.0% | .
Cc1ccc(S(=O)(=O)N(CC(=O)N/N=C/c2cccc(C)c2)c2cccc3cccnc23)cc1 | ? | .
CC(C)=CCCC(C)CN1CCC(n2nccc2NC(=O)c2ccc3c(c2)OCO3)CC1 (stereo not given) | ? | .
COC(=O)c1ccc(CN2[C@H](C(=O)OC)C[C@@]3(O)[C@@H](O)[C@@H](O)[C@@H](O)C[C@@H]23)cc1 | -0.6% | 0.4
CCN(CC)C(=O)c1nc[nH]c1C(=O)N1CCc2ccccc2C1 | 16.8% | 13.3
CC(=O)Nc1ccc(S(=O)(=O)/N=C2\SCCN2S(=O)(=O)c2ccc(NC(C)=O)cc2)cc1 | 0.4% | .
CCC1=C(OC(=O)N(CC)CC)N2C(=O)OC(=NCC3CC3)[C@]2(Cc2ccccc2)[C@H]2C1=CC[C@H]1C(=O)N(CC)C(=O)[C@H]12 | -3.0% | -0.6
O=C(NC(=S)Nc1ccc(N2CCOCC2)c(Cl)c1)c1cncc(Br)c1 | ? | .
CCC(C)(C)NC(=O)C(c1cccnc1)N(C(=O)c1csnn1)c1ccccc1 (stereo not given) | ? | .
N#Cc1cn(CCOc2ccccc2F)c2ccccc12 | ? | .
O=C(CSCc1cnn(-c2ccccc2)c1-n1cccc1)NCCN1CCOCC1 | -4.8% | 17.0
COc1ccc(Br)cc1S(=O)(=O)N(CC(=O)N1CCN(C)CC1)c1ccccc1 | ? | .
Cc1cc(=O)cc(C)n1-c1ccc(F)cc1F | ? | .
COc1cc(/C=C2\CC/C(=C\c3cc(OC)c(OC)c(OC)c3)C2=O)cc(OC)c1OC | ? | .
Cc1ccc(/C=N/n2c(-c3ccco3)n[nH]c2=S)s1 | -10.4% | -13.0
CCCC(=O)OCC(=O)Nc1ccccc1C#N | 2.5% | 19.4
O=C(c1cccs1)N(CCN1CCCCC1)CC1CCCN(C2CCCC2)C1 (stereo not given) | ? | .
Cc1cc(=O)c2cc(Cl)ccc2[nH]1 | -3.1% | 0.9
CCOC(=O)c1c(C)c(C(=O)NCc2ccccn2)c(C)n1C | ? | .
CCOC(=O)C(NC(=O)CC)(Nc1sc(C)c(CC)c1C#N)C(F)(F)F (stereo not given) | ? | .

Reformatted: entries from further up.
Structure	Lipid storage S3	Lipid storage S3 cell count max
COc1ccc(Br)cc1S(=O)(=O)N(CC(=O)N1CCN(C)CC1)c1ccccc1	?	.
Cc1cc(=O)cc(C)n1-c1ccc(F)cc1F	?	.

The list continues.
SMILES | Lipid storage S3 | Lipid storage S3 cell count max
CC(Sc1ccc(S(=O)(=O)N2CCCCCC2)cn1)C(N)=O (stereo not given) | ? | .
Cc1ccc(CNC(=O)C2CCCN(S(=O)(=O)c3cccnc3)C2)cc1 (stereo not given) | ? | .
O=C(c1ccco1)N1CCN(S(=O)(=O)c2ccc(Br)s2)CC1 | i | -13.0
O=C(CCNS(=O)(=O)c1cccs1)Nc1ccccc1F | 0.6% | -17.9
Cn1cnnc1SCC(=O)NC1CCCCC1 | -0.1% | 21.0
CC(C)(O)C#Cc1ccc(C(=O)NC2CCCCC2)s1 | ? | .
Cc1cc(=O)[nH]c(COc2ccccc2)n1 | -11.6% | -10.0
COc1ccc(S(=O)(=O)NNC(=O)C2COc3ccccc3O2)cc1[N+](=O)[O-] (stereo not given) | i | 4.4
CC(C)C(=O)Nc1ccc2c(c1)nc(CCN1CCCCC1)n2C | -10.2% | 6.4
CCOC(=O)N1CCN(CC(=O)Nc2sc(CC)cc2C(=O)c2ccc(OC)cc2)CC1 | -14.0% | -3.0
Cn1cnc([N+](=O)[O-])c1Oc1cccc2ccccc12 | ? | .

Source: PubChem BioAssay

A portion of the library; the hit share may differ from the screen's.
